Assay outcomes as filed in PubChem.
Efflux pump inh – blocks antifungal efflux pumps in multiplex yeast assay. S. cerevisiae Candida pump triplex, Nile Red efflux. inhibition, % at 10 µM. 330,000 tested, 0.44% active;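 active = plate passing quality check with inhibition over a set limit, or well fluorescence over plate mean plus 4 SD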;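 also: Nile Red retained in pooled yeast measured as flow cytometry median fluorescence; 0% = buffer negative control and 100% = Enniatin B positive control; higher means more Nile Red kept so more efflux inhibition; some compounds called inactive have numbers as strong as hits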
EBNA-1 inhibitor – blocks EBNA-1 binding to DNA. EBNA-1 DNA binding, fluorescence polarization. inhibition, % at 14.8 µM. 300,000 tested, 0.34% active. AID 1950; in the data active = inhibition above about 28%
GLD-1 TGE inh – GLD-1-TGE RNA interaction inhibition (C. elegans); AID 2280; inhibition, % at 5.96 µM; Q17339; purified GLD-1 + fluorescein TGE RNA, fluorescence polarization; 320,000 tested, 0.44% active;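 active = percent inhibition above a per-plate cutoff, the plate mean of test compounds plus 3 SD, cut at about 30% in these data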;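 also: 0% = DMSO wells with GLD-1 and probe and 100% = wells lacking GLD-1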
Fam108B counter – blocks mouse Fam108B hydrolase in RBBP9 counter-screen | inhibition, % at 9.51 µM | recombinant Fam108B, FP-Rh probe fluorescence polarization | AID 1947 | 300,000 tested, 0.33% active;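 active = inhibition above the screen mean inhibition plus 3 SD, computed separately per campaign, cut at about 18% in these data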;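 also: inhibitors lower polarization as less probe binds the enzyme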
CR mimetic SO – yeast age-related superoxide inhibition as caloric restriction mimetic | superoxide response (% of plate mean), % at 10 µM | S. cerevisiae aged cells, superoxide DHE fluorescence; active compounds read low | 330,000 tested, 0.18% active | AID 2690;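 active = superoxide response under a set limit, about three screen SD below normal, cut at about 65% in these data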;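 also: yeast aged for seven days with compound at 30 °C before DHE staining; 100% = average MFI of all compound-treated wells on the plate with controls excluded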
ZTA counter – counter-screen for EBNA-1 inhibitors: inhibitors of Epstein-Barr virus ZTA. inhibition, % at 11 µM. ZTA-DNA binding, fluorescence polarization. 320,000 tested, 0.15% active. P03206; in the data active = inhibition above about 33%
MCL1-BIM inh – MCL1-BIM-BH3 interaction inhibition (human). GST-MCL1 / FITC-Bim-BH3 fluorescence polarization. inhibition, % at 10.9 µM. 320,000 tested, 0.68% active. AID 2057;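 active = inhibition above the mean inhibition of all tested compounds plus 3 SD, set per campaign, cut at about 40% in these data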;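 also: 0% = DMSO wells and 100% = unlabeled Bim-BH3 peptide control; higher means more loss of mP so more displacement of Bim peptide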
Target sequence (Q07820 whole entry, looked up): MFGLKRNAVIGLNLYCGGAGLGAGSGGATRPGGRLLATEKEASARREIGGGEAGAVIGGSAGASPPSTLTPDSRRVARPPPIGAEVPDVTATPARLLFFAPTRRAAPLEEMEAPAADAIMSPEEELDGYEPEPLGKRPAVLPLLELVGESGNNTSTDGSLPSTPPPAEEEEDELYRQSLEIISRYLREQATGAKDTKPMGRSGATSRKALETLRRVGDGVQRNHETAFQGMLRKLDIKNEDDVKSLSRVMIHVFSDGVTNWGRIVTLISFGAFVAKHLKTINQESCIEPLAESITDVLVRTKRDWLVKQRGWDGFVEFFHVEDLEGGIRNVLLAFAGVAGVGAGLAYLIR
BCLXL inh – Bcl-xL (human) inhibition | GST-Bcl-xL / FITC-Bim BH3 peptide fluorescence polarization | inhibition, % at 10.9 µM | 320,000 tested, 0.7% active | AID 2129;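 active = inhibition above the mean of all tested compounds plus 3 SD, cutoff set per campaign, cut at about 30% in these data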;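 also: 0% = DMSO wells and 100% = unlabeled Bim-BH3 peptide competitor; inhibitors lower millipolarization by displacing the labeled peptide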
Target sequence (Q07817 whole entry, looked up): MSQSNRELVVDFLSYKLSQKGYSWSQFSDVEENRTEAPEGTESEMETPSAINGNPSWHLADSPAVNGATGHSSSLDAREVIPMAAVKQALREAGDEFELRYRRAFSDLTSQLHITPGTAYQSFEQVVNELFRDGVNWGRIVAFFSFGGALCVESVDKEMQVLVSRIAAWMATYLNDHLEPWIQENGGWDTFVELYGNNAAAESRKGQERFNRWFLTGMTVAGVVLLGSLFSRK
MEX-5 binding – C. elegans MEX-5 TCR-2 RNA binding activity; activity score (negative = inhibition of binding), % at 10 µM; AID 1832; MEX-5/FITC-TCR2 RNA binding, fluorescence polarization; active compounds read low; Q9XUB2; 300,000 tested, 0.38% active;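 active = inhibition past about -25% in most replicates, and total fluorescence under double the plate's negative control median, limit read from the data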;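 also: 0% = DMSO and -100% = 5 µM competing unlabeled TCR2 RNA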
Target sequence (Q9XUB2 whole entry, looked up): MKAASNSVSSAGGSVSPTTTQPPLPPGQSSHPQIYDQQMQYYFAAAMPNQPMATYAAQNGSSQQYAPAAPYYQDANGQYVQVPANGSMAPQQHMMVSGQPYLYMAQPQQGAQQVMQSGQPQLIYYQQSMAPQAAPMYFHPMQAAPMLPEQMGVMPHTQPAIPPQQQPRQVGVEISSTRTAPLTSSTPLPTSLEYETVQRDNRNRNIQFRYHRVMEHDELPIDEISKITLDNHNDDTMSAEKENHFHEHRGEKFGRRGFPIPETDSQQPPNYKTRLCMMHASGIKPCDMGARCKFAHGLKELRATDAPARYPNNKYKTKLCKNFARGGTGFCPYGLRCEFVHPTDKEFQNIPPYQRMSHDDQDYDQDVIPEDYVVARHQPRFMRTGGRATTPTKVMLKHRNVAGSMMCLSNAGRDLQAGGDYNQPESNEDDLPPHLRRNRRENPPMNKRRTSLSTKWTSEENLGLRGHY
* marks the source's active call; other numbers are inactive results; nt = no result given.

canonical_smiles | Efflux pump inh | EBNA-1 inhibitor | GLD-1 TGE inh | Fam108B counter | CR mimetic SO | ZTA counter | MCL1-BIM inh | BCLXL inh | MEX-5 binding
CCOC(=O)C1CCCN(C(=O)c2ccc3nc(-c4ccccc4)c(-c4ccccc4)nc3c2)C1 (stereo not given) | 0.0 | 6 | -2 | -1 | 102 | 13 | 5 | 9 | -1.4
COc1ccc(OC)c(C(O)c2nc3ccccc3n2C)c1 (stereo not given) | -0.1 | 7 | -3 | 0 | 99 | -5 | 8 | 9 | -2.1
CC[n+]1c(/C=C/Nc2ccccc2)sc2ccccc21 | 0.3 | -11 | -19 | -39 | 113 | -13 | -19 | -4 | -1.5
O=S1(=O)CCC(n2ncc3c2/C(=C/c2ccccc2)CC3)C1 (stereo not given) | -0.1 | -5 | 1 | 1 | 98 | -6 | 1 | 5 | 1.4
CN(C(=O)c1ccc(Cl)c([N+](=O)[O-])c1)C1(C)CCS(=O)(=O)C1 (stereo not given) | 0.0 | 0 | 5 | 1 | 91 | -4 | -5 | 3 | -1.4
NNC(=O)CSc1nnnn1-c1ccccc1 | 0.1 | 0 | 2 | -2 | 104 | -5 | 4 | 4 | -0.4
O=C1CC(NS(=O)(=O)c2cccnc2)CN1c1ccc(F)cc1 (stereo not given) | 0.0 | 1 | 0 | -3 | 98 | -25 | 1 | 6 | 1.3
COc1ccc(S(=O)(=O)N2CCCC(C(=O)NCC3CCCO3)C2)cc1C (stereo not given) | -0.3 | -5 | 12 | -2 | 98 | -17 | -2 | 2 | 2.0
CC(C)C[C@H](NC(=O)Nc1ccc(S(N)(=O)=O)cc1)C(=O)O | 0.1 | -5 | 2 | 1 | 103 | -2 | 10 | 6 | -2.1
CC(CCc1ccccc1)NC(=O)CCCn1ncn2c(cc3occc32)c1=O (stereo not given) | 0.0 | -5 | -16 | -1 | 88 | 6 | 0 | 0 | -1.3
CN(C)/C=C1\N=C(c2ccc(Cl)cc2Cl)OC1=O | 0.1 | 2 | 8 | -1 | 106 | -9 | 5 | -1 | -1.1
COC(=O)C1=C(N)Oc2cc(C)n(Cc3ccco3)c(=O)c2C1c1cccc(Cl)c1 (stereo not given) | 0.1 | -11 | 3 | 0 | 103 | 2 | -5 | 3 | 1.5

Rewritten field by field: part of the list above
> CN(C(=O)c1ccc(Cl)c([N+](=O)[O-])c1)C1(C)CCS(=O)(=O)C1 (stereo not given)
- Efflux pump inh = 0.0
- EBNA-1 inhibitor = 0
- GLD-1 TGE inh = 5
- Fam108B counter = 1
- CR mimetic SO = 91
- ZTA counter = -4
- MCL1-BIM inh = -5
- BCLXL inh = 3
- MEX-5 binding = -1.4

> NNC(=O)CSc1nnnn1-c1ccccc1
- Efflux pump inh = 0.1
- EBNA-1 inhibitor = 0
- GLD-1 TGE inh = 2
- Fam108B counter = -2
- CR mimetic SO = 104
- ZTA counter = -5
- MCL1-BIM inh = 4
- BCLXL inh = 4
- MEX-5 binding = -0.4

> O=C1CC(NS(=O)(=O)c2cccnc2)CN1c1ccc(F)cc1 (stereo not given)
- Efflux pump inh = 0.0
- EBNA-1 inhibitor = 1
- GLD-1 TGE inh = 0
- Fam108B counter = -3
- CR mimetic SO = 98
- ZTA counter = -25
- MCL1-BIM inh = 1
- BCLXL inh = 6
- MEX-5 binding = 1.3

> COc1ccc(S(=O)(=O)N2CCCC(C(=O)NCC3CCCO3)C2)cc1C (stereo not given)
- Efflux pump inh = -0.3
- EBNA-1 inhibitor = -5
- GLD-1 TGE inh = 12
- Fam108B counter = -2
- CR mimetic SO = 98
- ZTA counter = -17
- MCL1-BIM inh = -2
- BCLXL inh = 2
- MEX-5 binding = 2.0

Continuation:
canonical_smiles | Efflux pump inh | EBNA-1 inhibitor | GLD-1 TGE inh | Fam108B counter | CR mimetic SO | ZTA counter | MCL1-BIM inh | BCLXL inh | MEX-5 binding
O=C(CCC(=O)OCC(=O)c1ccc(Br)cc1)Nc1ccc(Br)c2cccnc12 | 0.1 | 0 | -1 | 0 | 99 | -7 | -4 | 0 | -1.1
Cc1csc2c(SCC(=O)NNC(=O)C(Cl)Cl)ncnc12 | 0.0 | 6 | 5 | 1 | 101 | 5 | 5 | 5 | 1.2
Cc1ccc(CNC(=O)CCCn2c(=O)c3ccccc3n(CC(=O)NC3CCCC3)c2=O)cc1 | 0.0 | 9 | -6 | 0 | 79 | -2 | -2 | 0 | -0.5
CSc1cccc(N2CC(C(=O)N(CC(C)C)c3c(N)n(Cc4ccccc4)c(=O)[nH]c3=O)CC2=O)c1 (stereo not given) | -0.3 | 4 | 7 | 0 | 98 | 4 | -5 | -3 | -1.4
CCOC(=O)CC(=O)CSc1nc2c(C)c(C)ccc2cc1C | 0.0 | -4 | -1 | 3 | 101 | -10 | 3 | 9 | 0.6
O=C(COc1ccccc1Cl)NCCCNC(=O)c1ccco1 | -0.1 | -11 | 7 | 5 | 99 | -1 | 1 | 0 | 5.2
COc1cc(NC(=O)c2ccc(Cl)cc2)c(Cl)cc1NC(=O)c1cccnc1 | 0.1 | 4 | -2 | 1 | 106 | 3 | 6 | 1 | -2.2
CCOC(=O)c1[nH]c2ccc(OC)cc2c1NC(=S)N1CCN(c2ccc(F)cc2)CC1 | -0.4 | 2 | 9 | -1 | 99 | -1 | 14 | 6 | -0.6
CC(C)C(OC(=O)c1nsc(Cl)c1Cl)C(=O)NC1CCCCC1 (stereo not given) | 0.0 | 10 | 4 | -1 | 104 | 3 | 3 | 1 | 0.1
COC(=O)c1c(C(=O)OC)c(-c2ccc(F)cc2)n2c1CS(=O)(=O)C2 | 0.1 | -3 | -6 | 6 | 104 | 8 | 4 | 7 | 0.9
O=C1CSC(c2cn(-c3ccccc3)nc2-c2ccc3c(c2)OCCO3)N1CCN1CCOCC1 (stereo not given) | 0.2 | -2 | 2 | -1 | 104 | 6 | -4 | 0 | 4.2
COc1ccc(NC(=O)Nc2cnccn2)cc1 | 0.0 | 0 | 3 | 0 | 90 | -7 | -1 | 3 | 1.2

The last 2 records of the part above are carried over, then new ones follow.
Under each structure – Efflux pump inh	EBNA-1 inhibitor	GLD-1 TGE inh	Fam108B counter	CR mimetic SO	ZTA counter	MCL1-BIM inh	BCLXL inh	MEX-5 binding
O=C1CSC(c2cn(-c3ccccc3)nc2-c2ccc3c(c2)OCCO3)N1CCN1CCOCC1 (stereo not given)
  0.2	-2	2	-1	104	6	-4	0	4.2
COc1ccc(NC(=O)Nc2cnccn2)cc1
  0.0	0	3	0	90	-7	-1	3	1.2
O=C(c1ccccc1)c1ccc2cc(O)ccc2c1
  0.4	-2	8	-5	106	4	8	1	3.1
COc1ccc(N2CCN(C(=O)c3cn(Cc4ccccc4)nc3-c3cccnc3)CC2)cc1
  0.0	nt	6	nt	86	-4	2	0	nt
CCc1cc2c(COC(=O)CCNS(=O)(=O)c3cccc(C(F)(F)F)c3)cc(=O)oc2cc1O
  0.0	nt	-4	nt	96	-5	-7	-3	nt
Cc1nc2ccccn2c1C(=O)NCc1cccnc1
  0.0	11	4	2	85	-18	5	3	-1.1
Cc1c(C=NCCOCc2ccccc2)cnn1C
  0.1	-13	15	-5	115	-18	5	4	2.2
Cc1cccc(Cc2cnc(NC(=O)C3=NCCN3)s2)c1
  0.1	-14	0	0	104	-5	9	1	2.1
CC(=O)Nc1ccc(NS(=O)(=O)c2cccc3ccccc23)cc1
  0.3	-16	10	-5	114	-12	3	3	1.0
CN(Cc1nc(-c2ccccc2)no1)C1CCOCC1
  0.0	-6	1	-3	92	-2	-3	-2	-1.4
CN(C)S(=O)(=O)c1ccc(C(=O)NCC2(N3CCCCC3)CCCCC2)cc1
  0.1	-3	4	-3	105	6	-23	-12	0.3
COc1ccc(C(=O)NNC2=CC(=O)CC(C)(C)C2)cc1OC
  -0.1	6	3	1	105	4	-12	1	-11
CCCC/C(O)=C1\C(=O)CC(C)(C)CC1=Nc1ccc(N)cc1
  0.0	-6	0	-1	89	-6	2	-2	-3.2
Cc1nnc(OCc2nc3ccccc3n2C)c2ccccc12
  0.0	-6	1	0	76	7	8	10	-1.7
Cc1ccccc1-c1nc(-c2ccc(NC(=O)c3ccc(Br)o3)cc2)no1
  0.0	23	2	-37	126	12	-3	-1	-5.0
COc1cccc(CN2CCN(C3CSCCSC3)CC2CCO)c1 (stereo not given)
  0.1	-16	2	1	109	-5	2	1	0.8
COc1ccc(C(c2nnnn2CS(=O)(=O)c2ccc(C)cc2)N2CCN(c3ncccn3)CC2)cc1 (stereo not given)
  0.0	1	-1	0	107	-6	-1	0	-1.5
N#CCCSc1ncnc2c1oc1ccccc12
  -0.4	7	3	-5	93	17	9	1	1.9
CCNS(=O)(=O)c1ccc(OC)c(C(=O)NC2CCCCC2)c1
  0.1	-15	-10	-1	97	-14	-5	1	2.6
Cc1ccc(-c2nnn(CC(=O)NCC3CC3)n2)o1
  0.1	7	3	4	98	13	2	5	-1.6
O=C(CC1(O)C(=O)Nc2ccccc21)c1ccc(-n2cccc2)cc1 (stereo not given)
  0.1	8	3	-4	111	0	-2	1	1.2
Cc1ccc(C)c(N2CCN(C(=O)C3CCCCN3S(=O)(=O)c3ccc(F)cc3)CC2)c1 (stereo not given)
  -0.1	0	-2	1	107	4	0	5	4.2
COc1ccc(CCNC(=S)N2CCC(C(=O)c3ccc(F)cc3)CC2)cc1OC
  0.0	1	4	2	104	-2	-1	0	-3.1
O=c1c2ccccc2cnn1Cc1cccc(Br)c1
  0.1	-2	-2	0	92	5	-6	3	-0.1
Cc1c(Cl)cccc1N(CC(=O)NC(C)c1ccccc1)S(C)(=O)=O (stereo not given)
  -0.1	-1	3	0	102	0	2	6	-1.7
CC(C)(C)CC(=O)Nc1nnc(SCC(=O)NC2CCCCC2)s1
  -0.1	1	1	-4	98	8	3	3	-1.5
COC(=O)c1ccc(SC2CCCCC2)c([N+](=O)[O-])c1
  0.1	-9	-6	14	114	-3	2	3	-2.2
O=S(=O)(c1ccc(Cl)cc1)N1CCCCCC1
  0.0	3	3	2	95	-11	2	5	-0.7
Fc1cccc(Cl)c1Cn1nnc2c(NCc3ccncc3)ncnc21
  0.0	-3	-1	-2	98	-1	10	3	-2.1
CCCn1c(N)c(C(=O)CSc2nc(N)cc(=O)[nH]2)c(=O)n(C)c1=O
  -0.1	nt	-5	nt	90	-8	9	5	nt
CCOC(=O)C1CCN(C(=O)CSc2ccc(Br)cc2)CC1
  0.1	-4	-1	-1	105	3	2	8	-1.1
COc1ccc(-c2nnc(N(C)C(=O)c3ccco3)s2)cc1OC
  0.0	-8	2	0	102	2	6	3	0.5
COc1ccc(NC(=O)CCN2C(=O)c3ccncc3C2=O)cc1OC
  -0.1	9	-1	4	123	7	2	4	1.6
Cc1c(Br)c([N+](=O)[O-])nn1CC(=O)Nc1ccc(CC#N)cc1
  0.0	10	1	4	138	-5	-5	1	-0.2
COc1ccc(/C=C(/CC(=O)Nc2ccc(C)cc2)c2nc3ccccc3s2)cc1
  -0.2	-5	0	-6	98	3	-15	-2	1.4
COC(=O)N1[C@H](C)C=C[C@]1(Cc1ccccc1)C(=O)OC
  0.1	10	0	3	102	1	-2	4	1.5
CCOC(=O)c1c(NC(=O)CSc2nnc(Cc3ccccc3)o2)sc(C(C)=O)c1C
  -0.2	4	-1	2	94	2	-1	2	2.4
O=C(O)C1(P(=O)(c2ccc(Cl)cc2)c2ccc(Cl)cc2)CCCC1
  -0.1	3	0	3	94	-10	9	5	-0.6
Cc1[nH]nc(SCC(=O)N2CCC(C)CC2)c1[N+](=O)[O-]
  0.0	1	0	-2	95	8	3	8	0.5

Outcome played no part in choosing rows. Share with any hit: about 2.3%.
